PMI act = activators of human PMI, primary screen, biochemical, fluorescence intensity, near-Km mannose 6-phosphate. Mannose-6-phosphate isomerase (Homo sapiens), P34949. AID 1214, 2008. 190,000 compounds, 0.005% hits. purified human PMI, coupled resazurin fluorescence, 20 min; active compounds read high; 1 = vehicle control, 0 substrate-free wells. activation factor at 20 µM;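 active = activation factor of 2 or more at 20 µM, relative to plate controls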
Target sequence (P34949 whole entry, looked up): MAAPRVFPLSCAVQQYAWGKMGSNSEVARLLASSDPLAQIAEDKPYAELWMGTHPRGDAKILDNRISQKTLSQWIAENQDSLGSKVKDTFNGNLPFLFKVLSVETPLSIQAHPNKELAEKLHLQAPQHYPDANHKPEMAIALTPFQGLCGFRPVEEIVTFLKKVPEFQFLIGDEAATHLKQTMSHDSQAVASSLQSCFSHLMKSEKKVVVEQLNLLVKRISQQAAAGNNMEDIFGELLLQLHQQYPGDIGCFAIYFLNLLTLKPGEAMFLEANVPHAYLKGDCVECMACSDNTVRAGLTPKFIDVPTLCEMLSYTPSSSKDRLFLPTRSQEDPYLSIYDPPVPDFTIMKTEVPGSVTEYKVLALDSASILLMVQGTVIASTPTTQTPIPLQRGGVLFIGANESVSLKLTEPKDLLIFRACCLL
Lmaj promast = Leishmania major promastigote growth inhibition, primary screen. Leishmania major promastigotes, resazurin fluorescence viability. inhibition, % at 10 µM. 200,000 compounds, 9% hits. AID 1063, 2008; in the data active = inhibition above about 50%;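 note: promastigotes grown with compound for 44 hours at 28 °C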
bIAP inh = bovine intestinal alkaline phosphatase inhibitors, primary screen, selectivity assay for TNAP inhibitor project, biochemical, bovine IAP, CDP-star luminescence | 190,000 tested, under 10 active | inhibition, % at 20 µM | purified bovine IAP, 30 min | AID 1019, 2008 | alkaline phosphatase, intestinal [Bos taurus];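 active = over 50% inhibition of intestinal alkaline phosphatase at 20 µM in the single-dose screen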
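System: purified bovine intestinal alkaline phosphatase (IAP) enzyme; Input: IAP diluted 1/65,000,000 in the well; Measured by: CDP-star luminescence signal; Compound dosing: 20 µM single dose; Incubation: 30 min reaction at room temperature.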
TNAP inh hi DEA = human TNAP enzyme inhibitors, primary screen, biochemical, luminescent, high phosphate acceptor level, uHTS; inhibition, % at 20 µM; purified TNAP, CDP-star luminescence, 1 M DEA; 200,000 compounds, 0.03% hits;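 active = over 50% inhibition of tissue-nonspecific alkaline phosphatase at 20 µM in the single-dose screen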;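 note: plate controls were DMSO wells for no effect and EDTA-quenched wells as full inhibition for full effect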
Target sequence (P05186 whole entry, looked up): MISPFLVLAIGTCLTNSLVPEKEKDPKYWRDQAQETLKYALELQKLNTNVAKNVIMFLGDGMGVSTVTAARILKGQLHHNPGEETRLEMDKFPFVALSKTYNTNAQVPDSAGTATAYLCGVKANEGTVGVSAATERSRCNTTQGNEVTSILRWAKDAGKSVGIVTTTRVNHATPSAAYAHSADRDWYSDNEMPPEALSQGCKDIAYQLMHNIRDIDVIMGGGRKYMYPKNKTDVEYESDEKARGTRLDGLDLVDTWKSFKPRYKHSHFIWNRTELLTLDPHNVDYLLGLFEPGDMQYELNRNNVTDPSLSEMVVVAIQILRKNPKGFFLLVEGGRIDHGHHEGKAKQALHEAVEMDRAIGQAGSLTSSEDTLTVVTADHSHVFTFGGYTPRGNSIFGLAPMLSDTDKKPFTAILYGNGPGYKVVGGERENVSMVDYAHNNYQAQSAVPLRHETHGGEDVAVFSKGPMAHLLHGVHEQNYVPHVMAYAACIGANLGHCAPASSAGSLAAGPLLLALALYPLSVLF
TNAP act hi DEA = TNAP activators at high phosphate acceptor level, primary screen, biochemical, luminescence, uHTS. 200,000 tested, under 10 active. activation factor at 20 µM. purified TNAP, CDP-star luminescence, 1 M DEA, 30 min; active compounds read high; 0 = EDTA background, 1 = DMSO-only activity. Alkaline phosphatase, tissue-nonspecific isozyme (Homo sapiens), P05186. AID 1136, 2008;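 active = activation factor at least 2 at 20 µM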
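Dosing: 20 µM single point. System: human TNAP. Amount: TNAP 1/800 final. Incubation: 30 min, room temperature. Read-out: TNAP activation factor scaled between EDTA and DMSO control wells. Signal: luminescence from CDP-star hydrolysis. Medium: 1 M DEA, pH 9.8, Mg2+, Zn2+. Control set: EDTA negative control, DMSO positive control.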
Diaph act CS = compounds boosting diaphorase resazurin reduction – biochemical, uHTS, resorufin fluorescence, counter-screen for diaphorase-coupled primary assays, primary screen | Diaphorase/resazurin coupled assay, 16 min; active compounds read high; 1 = vehicle wells, 0 = NADH-free wells | activation factor at 20 µM | 190,000 compounds, 0.005% hits;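 active = diaphorase activity raised at least twofold by the compound at 20 µM; inactive = activation factor below 2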
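Measured by – red resorufin fluorescence at 544/590 nm excitation/emission · Test system – Clostridium kluyveri diaphorase, purified enzyme · Incubation – reaction time 16 min, room temperature · Buffer or medium – 50 mM HEPES pH 7.4 with 4.542 mM MgCl2, 0.005% Tween 20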
bIAP act = bovine intestinal alkaline phosphatase activators, primary screen, biochemical, bovine IAP, CDP-star luminescence. alkaline phosphatase, intestinal [Bos taurus]. purified bovine IAP, 30 min; active compounds read high; fold of DMSO-control signal, blank-subtracted. activation factor at 20 µM. 200,000 compounds, 0.17% hits. AID 1016, 2008;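 active = activation factor of 2 or more at 20 µM, a signal rise over negative controls twice the positive control's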
PMI act hi M6P = human PMI activators, high substrate, primary screen, biochemical, fluorescence intensity, near-saturating mannose 6-phosphate; Mannose-6-phosphate isomerase (Homo sapiens), P34949; AID 1216, 2008; 190,000 compounds, 0.34% hits; activation factor at 20 µM; coupled PMI enzyme assay, resazurin fluorescence, 20 min; active compounds read high; 1 = untreated enzyme, 0 = substrate-free blank;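 active = activation factor of 2 or more at 20 µM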
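Test system: human phosphomannose isomerase with PGI, G6PDH, diaphorase coupling enzymes; Amount: PMI at 15 ng/mL final; Reagent: Mannose-6-phosphate 1.0 mM (near-saturating) plus 0.22 mM NADP+; Timing: 20 min, room temperature; Technique: resorufin fluorescence at Ex 544/Em 590 nm; Dosing: 20 µM single dose.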
Diaphorase inh = diaphorase inhibitors and chemical oxidizers, primary screen, counter-screen for diaphorase-coupled primary assays, biochemical, uHTS, resorufin fluorescence; diaphorase resazurin-to-resorufin fluorescence, NADH, 16 min; bacterial (C. kluyveri) enzyme, not human; inhibition, % at 20 µM; 190,000 compounds, 0.69% hits;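 active = primary screen inhibition at 20 µM above a set limit, cut at about 50% in these data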;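 note: plate controls were DMSO with full reaction for no effect and wells lacking NADH for full effect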
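Test system: diaphorase enzyme from Clostridium kluyveri; amount: diaphorase at 0.14 U/mL in enzyme working solution; detection: fluorescence of resorufin formed from resazurin, Ex 544/Em 590 nm; times: reaction incubation of 16 min at room temperature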
TNAP inh noacc = human TNAP enzyme inhibitors, primary screen, biochemical, luminescent, no phosphate acceptor, uHTS; Alkaline phosphatase, tissue-nonspecific isozyme (Homo sapiens), P05186; purified TNAP, CDP-star luminescence, 30 min; inhibition, % at 20 µM; 200,000 compounds, 0.26% hits; AID 1012, 2008;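 active = tissue-nonspecific alkaline phosphatase inhibition above about 50% at 20 µM in the single-dose screen, limit read from the data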;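 note: 0% = DMSO negative control and 100% = EDTA positive control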
The depositor's hits bear a star; . = not tested or not shown. Rows are unselected. Share with any hit: about 10%.

SMILES	PMI act	Lmaj promast	bIAP inh	TNAP inh hi DEA	TNAP act hi DEA	Diaph act CS	bIAP act	PMI act hi M6P	Diaphorase inh	TNAP inh noacc
O=C1C2C(c3ccccc3)C=CC(c3ccccc3)C2C(=O)N1CCCO (centres undefined)	0.9	0	-9	-3	1	0.9	1.1	1	6	-6
CCn1ccc2cc(OC)ccc2c1=S	1.4	-3	5	1	1	0.9	0.9	2*	14	-1
CCCCC(C)(O)C/C=C/[C@H]1[C@H](O)CC(=O)[C@@H]1CCCCCCC(=O)OC (some centres undefined)	1.1	13	.	0	1	1	0.5	1	1	-7
CCc1ccc(CCC(=O)Nc2ccc(C)c(C)c2)o1	1	-6	13	-4	1	0.9	0.9	1	5	-6
O=C(O)CC(c1ccccc1)n1cnnn1 (centres undefined)	1.1	-4	5	3	1	1	1	1	0	8
CCn1c(CNC(=O)c2ccccc2F)nnc1SCc1nc2ccccc2c(=O)[nH]1	1	-5	-12	-2	1	0.9	1.1	1	11	-5
CCOC(=O)N1CCN(C(=O)c2cc3cc(Br)ccc3oc2=O)CC1	0.9	-4	-4	-3	1	0.8	1	0.9	19	-17
COc1ccc(-c2c3c(=O)n(C)c(=O)n(C)c3cn2-c2cc(OC)ccc2OC)cc1	1	16	4	-7	1.1	1	1	0.8	4	-8
CN(CC(=O)NC1CCCCCC1)S(=O)(=O)c1ccccc1	1	-4	6	0	1	0.9	0.9	1	6	-13
Cc1cc(C)n(C(=O)c2ccc(NC(=O)CC(C)C)cc2)n1	0.9	8	3	0	1	0.9	1	1	10	1
Cc1ccc[n+](-c2nc3ccccc3nc2C(=C=[N-])C#N)c1	0.7	-4	28	0	1	0.8	0.7	0.5	25	9
CC(=O)Nc1cccc(C(=O)Nc2ccccc2C(=O)O)c1	1	4	6	0	1	1	0.9	1.1	-1	-8
CC(C)(C)NS(=O)(=O)c1ccc(NS(=O)(=O)Cc2ccccc2)cc1	1	-3	10	-4	1	0.9	0.9	1	8	-11
Cc1ccc(S(=O)(=O)N2CCN(C(=O)CSc3nnc(C)c(=O)[nH]3)CC2)cc1	1	-9	7	-9	1.1	0.9	0.9	1	14	-19
Cc1ccc(C)c(N2CCN(CC(=O)Nc3ccc([N+](=O)[O-])cc3C(=O)Nc3ccccc3F)CC2)c1	0.8	7	6	-4	1	0.8	0.9	0.9	21	-12
COc1ccc(-c2nnc(SCC(=O)NNC(=O)Cc3ccccc3)n2C)cc1OC	0.8	-8	11	-2	1	0.8	0.9	0.9	16	-141
CCOC(=O)C1CCN(Cc2ccc(OC)cc2OC)CC1	0.9	-2	3	-1	1	1	1	0.9	4	-7
COc1cc(C(Nc2ccccn2)c2ccc3ccc(C)nc3c2O)cc(OC)c1O (centres undefined)	0.6	94*	-39	-6	1.1	0.4	1.4	0.4	63*	18
O=C(Oc1ccccc1N1C(=O)C2CCCCC2C1=O)c1ccc(Cl)cc1 (centres undefined)	0.8	2	0	-6	1.1	0.8	1	0.9	19	-9
CC(Sc1nnc(Nc2ccccc2)s1)C(=O)NC1CCCc2ccccc21 (centres undefined)	0.8	15	8	0	1	0.8	0.9	0.8	20	-8
CC1=NN(c2ccccc2)C(=O)C1C(=O)c1ccccc1 (centres undefined)	1	-3	6	4	1	0.9	0.9	1	7	-2
S=C1NCCOCCOCCOCCOCCNC(=S)N2CCOCCOCCN1CCOCC2	1	-8	2	-8	1.1	0.9	1	1.1	12	-14
O=C(CCCOc1ccc(Cl)cc1Cl)NCc1ccncc1	1	19	5	-8	1.1	0.9	1	1	12	-8
COc1cc(-c2ccc(=O)[nH]n2)ccc1OC(F)F	1	.	10	-2	1	0.6	0.9	1	41	-5
O=CN1CCN(C(=O)Cc2ccc([N+](=O)[O-])cc2)CC1	1.1	-6	11	-1	1	1	0.9	1.1	3	-17
CCC(C)(C)NC(=O)C1CCN(c2nc(C)cc(C)n2)CC1	1	-6	-6	1	1	1	1.1	1.1	3	-3
COC(=O)c1sccc1NC(=O)c1cc(-c2cc(C)ccc2C)nc2ccccc12	0.9	10	2	1	1	0.9	1	0.9	12	-4
CC(C)C(=O)NC(C)C(c1cccs1)N1CCOCC1 (centres undefined)	0.9	-4	1	-2	1	0.9	1	0.8	11	-6
Cc1cc(C)nc(/N=C(\N)Nc2ccc(S(=O)(=O)Nc3nccc(C)n3)cc2)n1	1.1	-12	7	-7	1.1	1.1	0.9	1.1	-5	-9
Cc1ccnc2c(N3C(=O)C4C5C=CC(C5)C4(C)C3=O)cccc12 (centres undefined)	0.8	-8	5	-1	1	0.8	0.9	0.8	18	-16

Of the compounds above, these contain a halogen.
SMILES	PMI act	Lmaj promast	bIAP inh	TNAP inh hi DEA	TNAP act hi DEA	Diaph act CS	bIAP act	PMI act hi M6P	Diaphorase inh	TNAP inh noacc
CCn1c(CNC(=O)c2ccccc2F)nnc1SCc1nc2ccccc2c(=O)[nH]1	1	-5	-12	-2	1	0.9	1.1	1	11	-5
CCOC(=O)N1CCN(C(=O)c2cc3cc(Br)ccc3oc2=O)CC1	0.9	-4	-4	-3	1	0.8	1	0.9	19	-17
Cc1ccc(C)c(N2CCN(CC(=O)Nc3ccc([N+](=O)[O-])cc3C(=O)Nc3ccccc3F)CC2)c1	0.8	7	6	-4	1	0.8	0.9	0.9	21	-12
O=C(Oc1ccccc1N1C(=O)C2CCCCC2C1=O)c1ccc(Cl)cc1 (centres undefined)	0.8	2	0	-6	1.1	0.8	1	0.9	19	-9
O=C(CCCOc1ccc(Cl)cc1Cl)NCc1ccncc1	1	19	5	-8	1.1	0.9	1	1	12	-8
COc1cc(-c2ccc(=O)[nH]n2)ccc1OC(F)F	1	.	10	-2	1	0.6	0.9	1	41	-5

(listing goes on)
SMILES	PMI act	Lmaj promast	bIAP inh	TNAP inh hi DEA	TNAP act hi DEA	Diaph act CS	bIAP act	PMI act hi M6P	Diaphorase inh	TNAP inh noacc
COc1ccc(N2CCN(C(=O)CSc3nnc(-c4ccc5[nH]c(C)c(C)c5c4)o3)CC2)cc1	0.8	-4	0	-1	1	0.8	1	0.8	22	-4
COc1ccc([N+](=O)[O-])cc1NC(=O)CSc1nc(C)cc(C)n1	1.2	3	14	-4	1	0.8	0.9	1.2	19	-6
Cc1cc(NC(=O)c2ccc3nc(C)sc3c2)no1	0.8	10	29	0	1	0.9	0.7	1	10	-7
O=C(COC(=O)C(O)c1ccccc1)NC12CC3CC(CC(C3)C1)C2 (centres undefined)	1	-3	7	-2	1	0.8	0.9	1	15	-9
CC1=CC(=Nc2c(C)n(C)n(-c3ccccc3)c2=O)C=C(C)C1=O	0.2	72*	15	39	0.6	0.3	0.8	0.4	70*	29
Cc1c(C(=O)N2CCN(Cc3ccccc3)CC2)sc2ncnc(N3CCOCC3)c12	0.9	-8	-10	-3	1	0.8	1.1	1	16	-2
CC(C)(C)c1ccc(NC(=O)Nc2ccc(OCC(=O)N3CCOCC3)cc2)cc1	1	-2	-29	-6	1.1	0.9	1.3	1	14	-37
O=C(NCCNS(=O)(=O)c1ccccc1)c1cc(OCC(F)(F)F)ccc1OCC(F)(F)F	1.2	-2	4	-4	1	1	1	1.1	-3	0
NC(N)=NC(N)=Nc1ccc(SC(F)(F)F)cc1	1	0	-4	2	1	1	1	0.9	4	4
COc1ccc(/C=C/c2nc3cc(-c4ccccc4)ccc3o2)cc1O	1	87*	12	0	1	0.9	0.9	1	10	-7
Cc1nn(-c2ccccc2)c(Cl)c1/C=C1\SC(=S)N(C)C1=O	1.1	53*	16	3	1	1	0.8	1.1	4	12
C=CCNc1nc(N2CCOCC2)c(C#N)c2c1CN(C)CC2	0.9	15	0	-5	1	0.9	1	0.6	13	-6
NC(=O)CN1C(=O)C2C3C=CC(C3)C2C1=O (centres undefined)	0.9	-4	8	-10	1.1	1	0.9	0.9	2	-1
O=C1CCC(CCC(=O)N2CCCC(C(=O)c3cccc(C(F)(F)F)c3)C2)=NN1 (centres undefined)	0.9	-5	-4	-4	1	1	1	1	-1	-6
Cc1c(NS(=O)(=O)c2ccc3nc(COc4ccccc4Cl)[nH]c3c2)c(=O)n(-c2ccccc2)n1C	0.9	-8	-26	-2	1	0.8	1.3	0.8	18	-49
COc1ccc(CC(=S)N2CCOCC2)cc1F	1	42	-1	0	1	0.9	1	1	8	-8
Cc1ccccc1NC(=O)CSc1nc2cc3c(cc2cc1C)CCC3	1.1	6	-5	-6	1.1	1	1	1.1	0	-12
CCCNC(=O)c1ccc2c(c1)CCN2S(C)(=O)=O	1	-6	-2	-3	1	1	1	1	-5	-9
Cc1ccc(S(=O)(=O)/C(C#N)=C/c2c(N3CCC(C(N)=O)CC3)nc3c(C)cccn3c2=O)cc1	0.9	-4	-6	0	1	0.8	1.1	0.9	17	6
CCC(=O)Nc1ccc(/C(C)=N/NC(=O)c2c(-c3ccccc3Cl)noc2C)cc1	1	96*	-5	-3	1	0.9	1.1	1	14	-2
Cc1ccccc1Cn1c(=N)n(CC(=O)c2ccco2)c2ccccc21	1.1	86*	8	-1	1	0.9	0.9	1	10	0
Cc1ccc(S(=O)(=O)N(Cc2ccccc2)c2ccccc2C(=O)Nc2ccccc2C(=O)NCc2ccco2)cc1	0.8	36	4	4	1	0.9	1	0.9	14	-12
CSc1sc(C)cc1C=O	1	-9	-25	-3	1	1	1.3	1	-4	-2
CC(=O)CCc1oc2ccc(NC(C)=O)cc2c1-c1ccc(C)o1	1.3	8	4	-7	1.1	1.1	1	1.4	-7	1
COCc1cc(C)nc(OCC(=O)N/N=C/c2ccc(OC)c(OC)c2)c1C#N	1	-1	1	-2	1	1	1	0.9	2	-8

Bioassay records deposited in PubChem by several laboratories.
